From PubChem BioAssay
GCN5L2 inh: qHTS Assay for Inhibitors of GCN5L2; GCN5L2 HAT assay, ThioGlo1 CoA-SH fluorescence; 0.21% of 390,000 active; Potency, µM (doses to about 58.9 µM), for inactives: at the top dose activity change, negative = inhibition, actives largely listed as inhibitors; Histone acetyltransferase KAT2A (Homo sapiens), Q92830
Target sequence (Q92830 whole entry, looked up): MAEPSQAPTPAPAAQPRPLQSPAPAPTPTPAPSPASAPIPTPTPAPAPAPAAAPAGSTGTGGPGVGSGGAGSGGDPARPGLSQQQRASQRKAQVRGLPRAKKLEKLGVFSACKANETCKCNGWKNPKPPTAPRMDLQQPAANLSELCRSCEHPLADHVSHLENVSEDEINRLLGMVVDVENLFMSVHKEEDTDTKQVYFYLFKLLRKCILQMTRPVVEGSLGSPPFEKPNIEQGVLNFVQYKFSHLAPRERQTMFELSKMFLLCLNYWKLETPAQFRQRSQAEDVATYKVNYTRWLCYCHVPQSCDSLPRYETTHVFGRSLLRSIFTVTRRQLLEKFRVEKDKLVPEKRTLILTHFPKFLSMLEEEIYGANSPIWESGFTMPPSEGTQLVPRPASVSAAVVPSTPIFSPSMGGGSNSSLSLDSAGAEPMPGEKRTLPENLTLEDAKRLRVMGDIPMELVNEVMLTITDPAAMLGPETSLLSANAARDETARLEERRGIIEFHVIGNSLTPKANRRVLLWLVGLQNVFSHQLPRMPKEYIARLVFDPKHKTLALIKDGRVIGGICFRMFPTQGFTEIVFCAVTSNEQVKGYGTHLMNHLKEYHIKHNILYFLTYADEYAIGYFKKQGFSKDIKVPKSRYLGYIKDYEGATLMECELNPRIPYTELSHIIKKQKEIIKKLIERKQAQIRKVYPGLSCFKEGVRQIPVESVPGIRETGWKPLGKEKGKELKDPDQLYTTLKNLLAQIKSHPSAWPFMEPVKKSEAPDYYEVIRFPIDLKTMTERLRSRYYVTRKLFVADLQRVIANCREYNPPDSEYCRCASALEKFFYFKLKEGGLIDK
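Compounds, pin-transferred from DMSO stocks, meet 20nM GCN5L2 for 15 min before the reaction begins with H3(1-25) peptide (75uM) and acetyl-CoA (70uM). Thiol-reactive ThioGlo1 reports CoA release over 20 min at room temperature.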
DT40 TDP1 no CPT: qHTS for Inhibitors of human tyrosyl-DNA phosphodiesterase 1 (TDP1): qHTS in cells in absence of CPT. 15% of 420,000 active. Potency, µM (series often up to 46.2 µM), for the others: at the top dose activity change, negative = growth inhibition, most hits filed as inhibitors. AID 686978, 2013. DT40 Tdp1-/- hTDP1 cells, no CPT, ATP luminescence, 48 h; further: nearly all actives have a fitted effect of over 55% in size
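No-CPT arm: Tdp1-/-;hTDP1 DT40 cells (400/well) plus compounds, incubated ≥48 hr at 37 °C. Readout CellTiter-Glo luminescence.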
DT40 TDP1 CPT: qHTS for Inhibitors of human tyrosyl-DNA phosphodiesterase 1 (TDP1): qHTS in cells in presence of CPT. Potency, µM (highest dose often 46.2 µM), without a hit: at the top dose activity change, negative = growth inhibition, actives largely listed as inhibitors. chicken DT40 Tdp1-/-;hTDP1 cells + 20 nM CPT, ATP luminescence, 48 h. 12% of 420,000 active; further: nearly all actives have a fitted effect of over 55% in size
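Chicken DT40 Tdp1-/- cells stably complemented with human TDP1 were seeded at 400 cells/well in medium containing 20 nM camptothecin, exposed to pin-transferred compounds, and grown at 37 °C for at least 48 hr. Viability was read as ATP luminescence.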
Active calls of the source: *; ? = inconclusive; . = no result given; & = joins results of further samples. The call rests on the fitted dose curve; in most records, active means well fitted curve in the direction sought with a large enough effect; inconclusive means small, poorly fitted or top-dose-only effect, or another doubt; inactive means no such curve, though single readings can be large; an effect the other way counts as inactive or inconclusive. On the % scale 0 is the no-effect control and ±100 the full control effect; potency means the concentration at half of the fitted maximal effect.

SMILES	GCN5L2 inh	DT40 TDP1 no CPT	DT40 TDP1 CPT
COc1ccc(-c2nn3c(=O)cc(CN4CCN(C(=O)Nc5ccc(C)c(Cl)c5)CC4)nc3s2)cc1	4%	-10%	-13%
Cc1cccc(C)c1NC(=O)COC(=O)c1cc(=O)[nH]c2ccccc12	-6%	2%	21%
COc1ccccc1C1c2ccc3ccccc3c2Oc2ncn(CCCO)c(=N)c21 (stereo unspecified)	-24%	23µM*	23µM*
Cc1ccc(C)c(NC(=O)CN2C(=O)CC(C)S(=O)(=O)c3ccccc32)c1 (stereo unspecified)	-1%	26%	5%
CCOc1ccccc1-n1c(SC(C)C(=O)NCC2CCCO2)nc2ccccc2c1=O (stereo unspecified)	-2%	-8%	?
CCN(CC)c1ccc(NC(=O)CCCN2C(=O)C(c3ccccc3)Oc3cccnc32)c(C)c1 (stereo unspecified)	2%	10µM*	18µM*
Cc1ccc(NC(=O)CSc2nc3ccc(NC(=O)c4ccco4)cc3s2)c(C)c1	-18%	7.3µM*	16µM*
Cc1cc(-c2nnc(CCC(=O)NCc3cccc(C(F)(F)F)c3)o2)no1	-18%	25%	-3%
CC1(C)CC(=O)c2cnc(NC(=O)Cc3ccc(Cl)cc3)nc2C1	-20%	23µM*	?
O=C(NCc1ccc(OC(F)(F)F)cc1)C1CC2Cn3c(nc4ccccc43)C2N1c1ccccc1 (stereo unspecified)	0%	?	?
CCOc1ccc(CCN2C(=S)N([C@@H](Cc3ccc(O)cc3)CN3CCCC3CN3C(=S)NC[C@@H]3Cc3ccc(O)cc3)C[C@@H]2CC(C)C)cc1 (stereo partly specified)	.	?	?
OCCC1CN(Cc2cccn2-c2cccnc2)CCN1C1CCCC1 (stereo unspecified)	-3%	14%	4%
CCn1c(SCC(=O)Nc2nc(-c3ccccc3)cs2)nnc1-c1ccccc1	-8%	?	?
Cc1ccc(/C=N/N2CCN(Cc3cccc4ccccc34)CC2)s1	-3%	?	?
Cc1ccccc1C(=O)Nc1ccc(S(=O)(=O)NCC2CCCO2)cc1 (stereo unspecified)	.	13µM*	10µM*
Cn1nc(C(=O)NC2CCCCC2)c2c1-c1ccccc1SC2	-7%	?	26µM*
CCCCC[C@@H](O)c1cc2ccccc2c(=O)o1	-1%	?	-19%
Cc1ccc(C(=O)NCC(=O)N2CCN(c3cccc(Cl)c3)CC2)s1	-6%	?	-23%
O=C(NC1CCN(Cc2ccccc2)CC1)c1cc(S(=O)(=O)Nc2ccc(F)cc2)ccc1Cl	-25%	15µM*	23µM*
CC(/C=C1\SC(=S)N(CCCC(=O)Nc2ccc(C(=O)O)cc2)C1=O)=C\c1ccccc1	-25%	?	?
CCOC(=O)Cn1nc(C)c(NC(=O)c2ccc(Br)o2)c1C	0%	-7%	-16%
Cc1ccc(S(=O)(=O)N2CCCCC2)cc1C(=O)N1CCN(c2ccccn2)CC1	-5%	-7%	-24%
CCOc1ccccc1NC(=O)c1c(NCc2ccc(C)o2)sc2c1CCCCC2	-4%	2.9µM*	4.6µM*
c1cc(-c2ccc(N3CCOCC3)cc2)n2cnnc2c1	.	?	1%

Exported with bars between the fields: twelve of the compounds above.
Structure | GCN5L2 inh | DT40 TDP1 no CPT | DT40 TDP1 CPT
CCn1c(SCC(=O)Nc2nc(-c3ccccc3)cs2)nnc1-c1ccccc1 | -8% | ? | ?
Cc1ccc(/C=N/N2CCN(Cc3cccc4ccccc34)CC2)s1 | -3% | ? | ?
Cc1ccccc1C(=O)Nc1ccc(S(=O)(=O)NCC2CCCO2)cc1 (stereo unspecified) | . | 13µM* | 10µM*
Cn1nc(C(=O)NC2CCCCC2)c2c1-c1ccccc1SC2 | -7% | ? | 26µM*
CCCCC[C@@H](O)c1cc2ccccc2c(=O)o1 | -1% | ? | -19%
Cc1ccc(C(=O)NCC(=O)N2CCN(c3cccc(Cl)c3)CC2)s1 | -6% | ? | -23%
O=C(NC1CCN(Cc2ccccc2)CC1)c1cc(S(=O)(=O)Nc2ccc(F)cc2)ccc1Cl | -25% | 15µM* | 23µM*
CC(/C=C1\SC(=S)N(CCCC(=O)Nc2ccc(C(=O)O)cc2)C1=O)=C\c1ccccc1 | -25% | ? | ?
CCOC(=O)Cn1nc(C)c(NC(=O)c2ccc(Br)o2)c1C | 0% | -7% | -16%
Cc1ccc(S(=O)(=O)N2CCCCC2)cc1C(=O)N1CCN(c2ccccn2)CC1 | -5% | -7% | -24%
CCOc1ccccc1NC(=O)c1c(NCc2ccc(C)o2)sc2c1CCCCC2 | -4% | 2.9µM* | 4.6µM*
c1cc(-c2ccc(N3CCOCC3)cc2)n2cnnc2c1 | . | ? | 1%

(cont.)
SMILES	GCN5L2 inh	DT40 TDP1 no CPT	DT40 TDP1 CPT
Cc1cc(C)c2c(n1)sc1c(N3CCN(C)CC3)ncnc12	-5%	13µM*	?
CCc1nc2c(OCC(=O)C(C)(C)C)cccn2c1N(C)C(=O)COc1ccccc1	.	-2%	-23%
COc1ccc(CNc2nc(-c3ccc(Cl)cc3)cc(C(F)(F)F)n2)cc1	-9%	18µM*	?
Cc1cc(=O)[nH]c(SCC(=O)NC(C)C2CC3CCC2C3)c1C#N (stereo unspecified)	-2%	?	-12%
O=[N+]([O-])c1ccc(/C=N/NC2=NS(=O)(=O)c3ccccc32)cc1	-8%	4%	-13%
O=C(CSc1nnc(-c2ccccc2)n1C1CCCCC1)Nc1ccc(S(=O)(=O)Nc2ccccn2)cc1	-21%	?	?
COc1ccc(C2SCCN2S(=O)(=O)c2ccccc2)cc1OC (stereo unspecified)	-3%	?	?
CCn1c(C)c(C(C)=O)c(N2CCN(C(=O)c3ccco3)CC2)nc1=S	-2%	-14%	-3%
Cc1ccc([N+](=O)[O-])cc1S(=O)(=O)Nc1ccccn1	-2%	-1%	-1%
COc1ccccc1NC(=O)c1cc([N+](=O)[O-])ccc1N1CCOCC1	-3%	-29%	-11%
O=C(Cc1ccccc1F)N1CCC(c2nc3c(nnn3Cc3ccc(F)cc3)c(=O)[nH]2)CC1	4%	?	?
CCC(=O)Nc1ccc(S(=O)(=O)NC[C@H]2O[C@@H](n3cc(C)c(=O)[nH]c3=O)C[C@@H]2O)cc1	.	4%	2%
O=C(Nc1ccccc1)N(Cc1ccccc1)C1=NCCS1	-2%	5%	-14%
CCOC(=O)c1ccccc1NC(=O)CSc1nnnn1C1CCCCC1	-11%	-15%	-30%
Cc1ccc(S(=O)(=O)C2(C(=O)N3CCN(C4CCCCC4)CC3)CC2)cc1	-2%	-18%	-28%
C[C@H](CO)N1C[C@H](C)[C@@H](CN(C)C(=O)Nc2ccccc2)Oc2ccc(NC(=O)Cc3ccccc3)cc2C1=O	3%	-9%	6%
CCN(c1ccccc1)S(=O)(=O)c1ccc(OC)c(NC(=O)CNCCc2ccccc2)c1	14%	21µM*	26µM*
NC(=O)C1CCCNC1 (stereo unspecified)	?	-8%	9%
Cc1cccc(C)c1-n1nnnc1C1(C)CCC(=O)N1CC1CCCCC1 (stereo unspecified)	.	?	?
Cc1ccc(NC(=O)CC(C)S(=O)(=O)c2ccc3c(c2)NC(=O)CO3)c(Cl)c1 (stereo unspecified)	-17%&-6%	?	?
CCOC(=O)C1CCCN(C(=O)C(CCSC)NC(=O)COc2ccccc2)C1 (stereo unspecified)	-11%	-21%	-2%
CCOC(=O)COc1cc(N)c(Cl)cc1Cl	-8%	-5%	-1%
CCCn1nc2cc(C(=O)NCC34CC5CC(CC(C5)C3)C4)ccc2c1OCC	3%	18µM*	21µM*
CCOC(=O)N1CCN(C(=O)CCC2CCCC2)CC1	-27%	-10%	1%
O=C(COC(=O)c1cnccn1)c1ccc(Cl)c([N+](=O)[O-])c1	1%	?	?
C=CCn1cc(C(=O)NCCN(CC)CC)c(=O)c2cc(S(=O)(=O)N3CCCCCC3)ccc21	1%	7%	?
CC(C)n1nc(C(=O)Nc2nnc(SCc3c(Cl)cccc3Cl)s2)c2ccccc2c1=O	-7%	?	10µM*
Oc1ccc(NCc2ccccc2OCc2ccccc2)cc1	-9%&-9%	23µM*	18µM*
CCC(=O)N1C(C(=O)O)CSC1c1ccc(OC)cc1 (stereo unspecified)	-14%	2%	1%
COc1ccc2cc(C3(C)NC(=O)N(CC(=O)N4CCCCC4)C3=O)ccc2c1 (stereo unspecified)	-2%	?	3%
COc1cc(C(=O)N2CC(C)OC(C)C2)c([N+](=O)[O-])cc1OC (stereo unspecified)	-6%	-20%	-20%
CCOC(=O)c1c(NC(=O)COC(=O)c2ccncc2)sc(C)c1C	-9%	1%	5%
Cc1ccc(Nc2ccc([N+](=O)[O-])cn2)cc1Cl	-13%	?	?
Cc1ccc(CC(=O)NCc2ccc(Cl)cc2)cc1	3%	3.7µM*	4.6µM*
CCOC(=O)C(=O)c1c(-c2ccc(C)cc2)nc2ccccn12	-6%	?	23µM*
CC(C)(C)NC(=O)Nc1ccc(Br)cc1	-2%	-1%	?
CCSc1ccc2cc(OC)ccc2[n+]1CC	?	7.3µM*	5.8µM*
Cc1ccc(NC(=O)C(Cc2ccccc2)n2cccc2)c(C)c1 (stereo unspecified)	-6%	15µM*	15µM*
CC1CCCCN1C(=O)COC(=O)c1cc(-c2cccs2)nn1-c1ccccc1 (stereo unspecified)	-11%	-13%	-7%
COC(=O)[C@@H](Cc1c[nH]c2ccccc12)NC(=O)c1cc(=O)[nH]c2ccccc12	-6%	1%	15%
CC(C)(C)C(=O)N1CCC[C@@]1(CO)C(=O)O	-2%	-3%	-7%
O=C(NC1CCCC1)C(c1cccnc1)N(C(=O)c1csnn1)C1CCCC1 (stereo unspecified)	0%	4%	12%
Cc1ccc(Oc2ccccc2/C=N/O)cc1	-19%	21µM*	12µM*
COc1cccc(NC(=O)CSc2nnc(NC(=O)NC3CCCCC3)s2)c1	-8%	?	?
CSCCC(NC(=O)c1cccc(C)c1)C(=O)NNC(=O)c1cccs1 (stereo unspecified)	3%	-19%	-3%
COc1ccc(C(=O)NNC2=C(C(=O)C(F)(F)F)CCC2)cc1	-1%	1.3µM*	0.73µM*
Cc1cccn2c(=O)c3cc(C(=O)NCCN4CCOCC4)c(=N)n(CCN4CCOCC4)c3nc12	-5%	-21%	-2%
O=C(Cc1cccc2ccccc12)N/N=C/c1ccc(OC(=O)/C=C/c2ccco2)cc1	-4%	?	?
Cc1ccc(S(=O)(=O)n2nc(C)cc2C)cc1	6%	-13%	-23%
CCN1CCN(CCNC(=O)C2CCCN(Cc3nc(-c4cccc(Cl)c4)oc3C)C2)CC1 (stereo unspecified)	-1%	16µM*	21µM*
Cc1cc(C)c2c(C)c(C(=O)N3CCC(c4nc5ccccc5s4)CC3)oc2c1	-15%	?	?
O=C(C1CCC1)N1CCc2cc(S(=O)(=O)NCc3ccccn3)ccc21	-2%	?	?
COc1ccc(S(=O)(=O)Nc2ccc(C(F)(F)F)cc2)cc1OC	-10%	-27%	-27%
O=C(CCC1CCCCC1)NCCN1C2=NC[C@@H](Cc3ccccc3)N2C[C@H]1Cc1ccc(O)cc1	-4%	16µM*	16µM*
N#Cc1c2n(c3c(=S)nc[nH]c13)CCCCC2	-4%	?	8%
COC(=O)C1=C(C)NC(C)=C(C(=O)OC)C1c1ccccc1OCc1c(C)no[n+]1[O-]	-7%	?	?
CCOC(=O)C(NC(C)=O)(N1CCc2ccccc2C1)C(F)(F)F (stereo unspecified)	0%	-8%	-2%
CC1CCCCC12NC(=O)N(CC(=O)Nc1ccccc1-c1ccccc1)C2=O (stereo unspecified)	-16%	1%	-6%
Cc1ccnc2nc(C(=O)Nc3nccs3)nn12	1%	2%	5%
Cc1ccc(OCC(=O)N/N=C/c2cn(Cc3ccccc3)c3ccccc23)cc1	1%	?	-23%
Further records:
SMILES	GCN5L2 inh	DT40 TDP1 no CPT	DT40 TDP1 CPT
COc1ccc(S(=O)(=O)Nc2ccccc2SC)cc1C	-11%	-13%	-1%
COc1ccc(NC2CCCN(C(=O)c3c(C)noc3C)C2)cc1 (stereo unspecified)	1%	-1%	-1%
Cc1ccc(S(=O)(=O)N(C)c2ccc(OCC(=O)OCc3ccc(C#N)cc3)cc2)cc1	-2%	-2%	9%
COc1ccc(-c2nn3c(-c4ccccc4C)nnc3c3ccccc23)cc1	-6%	?	?
CC1CCCC(NC(=S)NC(=O)c2cncc(Br)c2)C1C (stereo unspecified)	-5%	-1%	-5%
CN1C(=O)N(CC(=O)Nc2ccc3c(c2)OCO3)C(=O)C12CCCCC2	.	-9%	0%
O=C(CNC(=O)c1cccc(Br)c1)N/N=C/c1ccc[nH]1	-2%	-7%	-6%
